GCN5L2 inh – blocks human GCN5L2 histone acetyltransferase; Q92830; GCN5L2 HAT assay, ThioGlo1 CoA-SH fluorescence; Potency, µM (titrated, usually from 58.9 µM), for the others: at the top dose activity change, negative = inhibition, usual class: inhibitors; 0.21% of 390,000 active
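Enzyme at 20nM final was mixed with library compounds for 15 min at room temperature. Peptide H3(1-25) at 75uM, acetyl-CoA at 70uM and ThioGlo1 at 50uM were then added. Plates were read immediately and after 20 min (Ex340nm/Em540nm).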
N370S GC – inhibitors or activators of N370S glucocerebrosidase for Gaucher disease; 0.092% of 330,000 active; P04062; N370S GC spleen homogenate, 4MU-glucoside fluorescence; Potency, µM (top dose mostly 59.4 µM), for inactives: at the highest dose activity change, negative = inhibition, actives largely listed as inhibitors;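 note: 0% = full enzyme activity and -100% = no enzyme basal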
FEN1 inhibitor – human FEN1 inhibition | Recombinant FEN1 flap cleavage, fluorescence, 15 min | Potency, µM (doses to about 114 µM), for the others: at the highest dose activity change, negative = inhibition, usual class: inhibitors | 0.35% of 390,000 active | AID 588795; note: nearly all actives have a fitted effect of over 65% in size
Target sequence (P39748 whole entry, looked up): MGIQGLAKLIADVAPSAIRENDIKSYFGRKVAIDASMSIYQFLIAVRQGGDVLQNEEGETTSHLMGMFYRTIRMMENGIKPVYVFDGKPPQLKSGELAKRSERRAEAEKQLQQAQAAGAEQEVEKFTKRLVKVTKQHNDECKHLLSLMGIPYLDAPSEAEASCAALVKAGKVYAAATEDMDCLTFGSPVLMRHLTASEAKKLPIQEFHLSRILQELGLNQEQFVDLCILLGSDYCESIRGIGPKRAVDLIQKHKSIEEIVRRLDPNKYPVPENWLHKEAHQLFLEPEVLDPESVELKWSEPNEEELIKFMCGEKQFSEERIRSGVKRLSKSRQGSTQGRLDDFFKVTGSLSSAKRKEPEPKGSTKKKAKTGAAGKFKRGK
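Concentration–response screening of FEN1 (10 nM): 15 min compound preincubation at room temperature, reaction started with 50 nM substrate and read at 0 and 15 min. Corrected, normalized data were fitted by a four-parameter Hill equation.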
Active calls of the source: *; u = inconclusive; x = no result given; [ ] = another dose, or the depositor's remark. Calls come from the whole dose curve; as a rule, active = well fitted curve in the direction sought with a large enough effect; inconclusive = small, poorly fitted or top-dose-only effect, or another doubt; inactive = no such curve, though single readings can be large; an effect the other way counts as inactive or inconclusive. Unless noted, % is set by controls: 0 for no effect and ±100 for the full control effect; potency is the fitted concentration of half-maximal effect. Only part of the results is shown (hit frequency here may not be typical).

Compound,N370S GC,GCN5L2 inh,FEN1 inhibitor
O=C1CN(C(=O)c2cc3ccccc3oc2=O)C(c2ccccc2)c2cc(F)ccc2N1 (stereo unspecified),11%,-1%,7%
Cc1ccc(C)c(NC(=O)C(CC(=O)O)C2CCCO2)c1 (stereo unspecified),-3%,-6%,-2%
Cc1csc(=O)n1CCC(=O)OCC(=O)Nc1cccc(C#N)c1,1%,1%,-10%
O=C1CCCC2=C1C(c1ccccc1)NC(=S)N2 (stereo unspecified),0%,-10%,-2%
COc1ccc(CNC(=O)c2cccc(N(C)C)c2)cc1,12%,-7%,0%
CCc1ccccc1NC(=O)CSc1nnc([C@@H](NC(=O)OC(C)(C)C)C(C)CC)o1 (stereo partly specified),-2%,-5%,-13%
O=S1(=O)CCN(Cc2cccc(Cl)c2)CC1,-3%,-3%,-3%
COC(=O)C1=C(C)N(C)C(=O)NC1c1ccsc1 (stereo unspecified),3%,-5%,-17%
COc1ccc(-c2cc(C(=O)N(C)Cc3ccccc3)no2)cc1OC,-28%,3%,2%
CCOC(=O)c1c(S(=O)(=O)NCC(=O)Nc2ccc(C)c(N(C)C)c2)c(C)n(C)c1C,x,1%,-2%
CNC(=S)N/N=C(\C)c1ccccc1,-1%,-6%,1%
CCCCN1CCC(n2c(=O)[nH]c3ccccc32)CC1,1%,3%,35%[activator][57.1 µM]
COc1ccc(-n2nnc(-c3nc(-c4ccc5c(c4)OCO5)no3)c2C)cc1Cl,x,-4%,5%
CCOc1ccc(N2C(=O)/C(=C/c3cc(OC)c(OC)c(OC)c3)N(CC(=O)OC)C2=S)cc1,-15%,-19%,0%
NS(=O)(=O)c1ccc(NC(=O)COC(=O)COc2cccc(C(F)(F)F)c2)cc1,-5%,1%,-2%
Cc1cccc(OCCCOc2cccc3cccnc23)c1C,4%,0%,u
O=c1cc(CN2CCCc3ccccc32)nc2sccn12,0%,-11%,-6%
O=C(CNC(=O)c1ccco1)NCC(=O)OCc1ccccc1Cl,-13%,-6%,-8%
COc1cccc(/C=N/NC(=O)CC(C)O)c1OC/C=C/c1ccccc1 (stereo unspecified),-7%,-3%,4%
C/C(=N\NS(=O)(=O)c1cccc([N+](=O)[O-])c1)c1cccnc1,4%,-4%,2%
O=c1nc2n(c3ncccc13)CCC2,1%,-1%,1%
Clc1cccc(-c2nc3ccccn3c2Nc2ccc3c(c2)OCCO3)c1,x,-17%,-4%
Cc1cc(C(=O)Nc2sc3c(c2C#N)CCC(C)C3)cs1 (stereo unspecified),6%,-3%,-2%
COc1cc(-c2nnc(SC/C=C/c3ccccc3)n2N)cc(OC)c1OC,-3%,-6%,1%

Three entries from above, with two lines to a compound:
Values run as follows: N370S GC	GCN5L2 inh	FEN1 inhibitor
> Clc1cccc(-c2nc3ccccn3c2Nc2ccc3c(c2)OCCO3)c1
  x	-17%	-4%
> Cc1cc(C(=O)Nc2sc3c(c2C#N)CCC(C)C3)cs1 (stereo unspecified)
  6%	-3%	-2%
> COc1cc(-c2nnc(SC/C=C/c3ccccc3)n2N)cc(OC)c1OC
  -3%	-6%	1%

More records:
Compound,N370S GC,GCN5L2 inh,FEN1 inhibitor
Cc1nc2c(C(=O)NCCc3ccc(Cl)cc3)cnn2c(C)c1Cc1c(F)cccc1Cl,x,-1%,8%
CCOC(=O)c1csc(COc2ccc(OC)cc2)n1,5%,-2%,1%
COc1ccc(S(=O)(=O)NCCc2csc3nc(-c4cccc(C)c4)nn23)cc1F,x,3%,-6%
O=C(Nc1ccc(OC(F)F)cc1)c1cc[n+]([O-])cc1,-4%,-3%,-2%
Nc1nnc(-c2ccco2)s1,6%,-9%,-4%
CN1CCN(c2nc3c(c(=O)[nH]c(=O)n3C)n2Cc2cccc(Br)c2)CC1,0%,-1%,9%
COc1ccc(CCCc2nc3ccccc3[nH]2)cc1,-8%,20%,0%
CN(C(=O)Cc1ccccc1OC(=O)c1ccccc1)c1ccccc1I,2%,x,-9%
COc1ccc(CCn2c(-c3ccccc3)nc3c(c(=O)c4ccccc4n3C)c2=O)cc1,6%,1%,x
CN1CC[C@@]2(CCCN(C(=O)c3cc(C(F)(F)F)cc(C(F)(F)F)c3)C2)C1,1%,-8%,x
Cc1cccc(/C=C2\Sc3ccc(C(=O)N4CCOCC4)cc3N(C)C2=O)c1,-3%,-1%,7%
COc1cccc(OCC(Cn2cnc3ccccc32)OC(C)=O)c1 (stereo unspecified),-17%,-3%,16%

2 entries drawn at random from the list so far:
Compound,N370S GC,GCN5L2 inh,FEN1 inhibitor
Cc1nc2c(C(=O)NCCc3ccc(Cl)cc3)cnn2c(C)c1Cc1c(F)cccc1Cl,x,-1%,8%
CN1CCN(c2nc3c(c(=O)[nH]c(=O)n3C)n2Cc2cccc(Br)c2)CC1,0%,-1%,9%

Next section
Compound,N370S GC,GCN5L2 inh,FEN1 inhibitor
COc1cc2[nH]c(=O)n(Cc3ccc(C(=O)NCc4ccccc4)cc3)c(=O)c2cc1OC,x,3%,u
C[N+](C)(C)CCCCCCC(=O)/C=N/O,-5%,-9%,4%
C=CCn1c(SCC(=O)N2CCc3ccccc3C2)nnc1-c1ccncc1,1%,2%,2%
CCOC(=O)N/N=C\c1ccc(-c2cc(Cl)ccc2Cl)o1,11%,-3%,4%
O=C(O)c1cccc(-c2ccc(/C=N/n3cnc4sc5c(c4c3=O)CCCC5)o2)c1,8%,-10%,x
CC(=O)c1ccc(NC(=O)Cn2nc(C(F)(F)F)c3c2CCCC3)cc1,x,-5%,-12%
C=CCN1C(=CCO)[C@H]2C[C@H]3[C@@H]1CC[C@@]31c3ccccc3N3C=C4[C@@H]5N(/C=C/2[C@H]31)c1ccccc1[C@]51CC[C@H]2[C@H]1C[C@@H]4/C(=C/CO)N2CC=C,-14%[21.6 µM],-26%[21.4 µM],x
O=C(NCC(=O)N1CCN(S(=O)(=O)c2ccc3c(c2)OCCO3)CC1)c1ccccc1Cl,x,-4%,0%
O=C(CCCc1c[nH]c2ccccc12)NCc1ccccc1F,0%,-6%,-2%
CC(C)(C)NC(=O)C(c1cccs1)N(CC1CCCO1)C(=O)Cn1nnc(-c2cccs2)n1 (stereo unspecified),11%,0%,-1%
NC(=S)Nc1cc(Cl)cc(Cl)c1,-8%,0%,-1%
Fc1ccccc1/C=N/Nc1nn[nH]n1,4%,-4%,6%
CC(C)(C)C(=O)N1CCN(c2nc3ccccc3o2)CC1,-6%,-13%,-8%
COC(=O)[C@@]12CCCCN1[C@H](c1ccc(-c3cccc(Cl)c3)c(OC)c1)[C@@H]1C(=O)N(C)C(=O)[C@@H]12,1%,-18%,-29%
CCCCc1nc2sc3c(=O)n(N)cnc3c2c2c1CCCC2,4%,18%,25%
COc1ccc(CNC(=O)C2CCCN(S(=O)(=O)N3CC(C)CC(C)C3)C2)c(OC)c1 (stereo unspecified),11%,-3%,-12%
Cc1ccccc1Cn1c2ccccc2c2cnn(CC(=O)NCCCc3ccccc3)c(=O)c21,x,-8%,7%
COC(=O)c1sccc1NC(=S)N1CCCCC1,12%,-1%,-8%
CC(=O)c1cccc(NC(=O)C(CC(C)C)NS(=O)(=O)c2ccc3c(c2)CCN3C(C)=O)c1 (stereo unspecified),x,1%,5%
O=C(NC1CCCCCC1)c1ccc(CS(=O)c2ccc(Br)cc2)o1 (stereo unspecified),x,-2%,5%
CC(C)CCNC(=O)CCn1c(=O)c2cccn2c2cccnc21,x,-1%,7%
COc1ccc(CNC(=O)C(=O)NCCC2CCCCN2S(=O)(=O)c2ccc(C)cc2)cc1 (stereo unspecified),-5%,-3%,6%
CCOC(=O)n1c(=O)n(Cc2ccccc2C)c2ccccc21,-3%,-4%,1%
N#Cc1ccc(C(=O)NCC2CCCCC2)cc1,-4%,0%,18%
C[C@H](NC(=O)C1CC(=O)N(c2ccc3c(c2)OCCO3)C1)C(=O)NCc1ccco1 (stereo partly specified),-4%,-9%,-1%
CCc1ccc(OCC(=O)N2CCN=C2c2ccccc2)cc1,-6%,u,-1%
COC(=O)c1c(N)sc(C(=O)NCCc2ccccc2)c1C,-16%,-1%,5%
O=C(Cn1c2ccccc2c(=O)c2ccccc21)Nc1ccccc1F,1%,-2%,-6%
O=c1cc(O)nc(-c2ccc(Cl)cc2)s1,-1%,-10%,0%
CCc1nc2ccccc2c(C(=O)OCC(=O)N(C)Cc2ccccc2)c1C,x,-8%,-14%
O=C(NCc1ccccc1)C1=C[C@@H](c2coc3ccccc3c2=O)C[C@@H](OCCCCO)O1,16%,-8%,17%
Cc1cccc(C)c1NC(=O)CNC(=O)c1cnccn1,x,-3%,5%
CC(C)[C@H](NC(=O)c1ccc(F)cc1)C(=O)N(C)Cc1cccs1,x,-2%,-1%
COC(=O)c1cccc(NC(=O)c2cccnc2C(=O)O)c1C,9%,u,2%
Cc1ccc(-n2c(C)cc(/C=C3/C(=N)N4C(c5ccccc5)=CSC4=NC3=O)c2C)cc1,2%,-15%,0%
CN1CCN(C(=O)c2ccccc2NC(=O)CCN2C(=O)c3ccccc3C2=O)CC1,3%,1%,-4%
N#Cc1ccc(C(=O)OCC(=O)N2CCN(C(=O)c3ccco3)CC2)cc1,x,1%,17%
O=C(c1ccccc1)c1ccc(OC(=O)N2CCCC2)cc1,10%,-3%,6%
Cc1cccc(C)c1NC(=O)C1CSC2(C)CCC(=O)N12 (stereo unspecified),0%,-2%,0%
COc1ccc(OC)c(CNC(=O)CCN2C(=O)COc3ccccc32)c1,5%,-25%,3%
COc1cc(NC(=O)CCCc2c[nH]c3ccccc23)cc(OC)c1,u,0%,-11%
COc1ccc(S(=O)(=O)NNC(=O)c2cccs2)cc1,5%,-5%,16%
Cc1cc(=O)oc2c(C)c(OC(C)C(=O)N3CC[C@@]4(O)CCCC[C@H]4C3)ccc12 (stereo partly specified),-11%,1%,5%
CC(=O)NNc1nc(-c2ccc(C)cc2)cs1,19%,-5%,2%
N#CC(C#N)=CC1=C2OC(c3ccccc3)=CC(c3ccccc3)=C2CCC1,-12%,-2%,-1%
Cc1onc(-c2ccccc2)c1C(=O)NCCc1c[nH]c2ccccc12,3%,-1%,-8%
COc1ccc(OC)c(NS(=O)(=O)c2ccc(-c3cc(C)no3)s2)c1,x,1%,-10%
COC(=O)c1c(NC(=O)c2ccco2)sc(C(=O)N2CCCC2)c1C,9%,-1%,2%
COc1cccc(N/C=C/C(=O)c2ccc(C)cc2)c1,-2%,-6%,-22%
COc1ccc2oc(=O)cc(CN(C)Cc3ccccc3)c2c1,1%,-4%,0%
O=C(NCc1ccc(Cl)cc1)C1CCN(C(=O)c2ccc(Cl)cc2)CC1,8%,-1%,1%
O=S1(=O)N[C@@H](CC2CCCCC2)COc2cc(Br)ccc21,x,-4%,-13%
CC(C)CC(=O)Nc1ccc(F)c(Cl)c1,6%,-5%,-19%
CN(C)S(=O)(=O)c1ccc(Cl)c(C(=O)OCC(=O)NC(=O)NC2CCCC2)c1,x,-3%,11%
CC1(C)OC(=O)CC1C(=O)NCc1ccccc1 (stereo unspecified),3%,-3%,0%
CCc1nnc(NS(=O)(=O)c2ccccc2)s1,-5%,u,-5%
CCOc1ccc(S(=O)(=O)NCCC(=O)NCCc2ccc(OCC)c(OCC)c2)cc1,4%,-9%,-10%
CC(C)(C)NC(=O)CN1CCCN(C(=O)c2cccc(S(=O)(=O)N3CCc4ccccc43)c2)CC1,x,-3%,0%
OCCCC1CCCCN1Cc1nc(Cc2ccccc2Cl)no1 (stereo unspecified),0%,5%,19%
CCC(=O)Oc1ccc(/C=C(\C#N)c2nc3ccccc3[nH]2)cc1OC,x,2%,-21%

Next section
Compound,N370S GC,GCN5L2 inh,FEN1 inhibitor
Clc1ccc(/C=N/N2CCN(Cc3ccccc3Cl)CC2)cc1,-11%,-8%,-11%
Cc1ccc(NCc2n[nH]c(=S)n2-c2cccc(Cl)c2)cc1,22%,-5%,-6%
CCCOc1ccc(NC(=O)CC2Nc3ccccc3NC2=O)cc1 (stereo unspecified),1%,2%,15%
CC(=O)N1CCC2(CC1)OC(=O)C(C)=C2C(=O)Nc1ccccc1C(F)(F)F,x,2%,-4%
CC(C)C(OC(=O)c1cc2sccc2n1C)C(=O)NCC1CCCO1 (stereo unspecified),-3%,-4%,-3%
O=C(NCc1n[nH]c(=S)n1-c1cccc(C(F)(F)F)c1)c1ccc(S(=O)(=O)N2CCCC2)cc1,6%,-6%,15%
Cc1cc2ccccc2nc1SCC(=O)N1CCCC1,-4%,-4%,-11%
Cc1cccc(Cn2c(CNS(=O)(=O)c3ccc(Cl)s3)nc3cccnc32)c1,x,0%,-10%
COc1ccc(Nc2ncnc3ccc(Br)cc23)c(OC)c1,-2%,-7%,-13%
